BLM inh: Bloom syndrome helicase (human) inhibition; Potency, µM (doses to about 56.1 µM), for inactives: at the top dose activity change, negative = inhibition, usual class: inhibitors; recombinant BLM DNA unwinding, fluorescence dequenching; hit rate 0.2% among 350,000;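 note: plate controls were vehicle for no effect and no enzyme for full effect; nearly all actives have a fitted effect of over 35% in size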
BAZ2B block: blocks human BAZ2B. Q9UIF8. AlphaScreen BAZ2B-H3K14Ac peptide displacement. Potency, µM (top dose mostly 114 µM), without a hit: at the top dose activity change, negative = inhibition, actives largely listed as inhibitors. hit rate 4.4% among 360,000. AID 504333; note: % is set by controls: 0 for no effect and ±100 for the full control effect; nearly all actives have a fitted effect of over 60% in size
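Complex of BAZ2B and biotin-H3K14Ac (50 nM apiece) forms over 30 min at RT, then faces library compounds up to 110 uM for another 30 min; AlphaScreen beads added, 20 min dark incubation, luminescence read.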
POLI inh: inhibitors of human DNA polymerase iota; Pol iota fluorescent replication assay, 10 min; Potency, µM (doses to about 115 µM), for the others: at the highest dose activity, negative = inhibition, usual class: inhibitors; hit rate 1% among 390,000
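Pol iota at 10 nM preincubated 15 min with compounds at room temperature; reaction started with fluorescent substrate, 50 nM final. Fluorescence read kinetically at 0 and 10 min; buffer-only wells as negative control.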
APEX1 inh: APE1 (human) endonuclease inhibition. recombinant APE1, TAMRA/BHQ-2 abasic DNA cleavage fluorescence. Potency, µM (highest dose often 65.8 µM), for the others: top-dose activity change, negative = inhibition, usual class: inhibitors. hit rate 0.35% among 350,000. AID 2517;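 note: plate controls were vehicle for no effect and reference inhibitor for full effect; nearly all actives have a fitted effect of over 55% in size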
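Activity was derived from the fluorescence gain between first and third kinetic reads (60 s intervals, ex 525/em 598 nm) after 50 nM THF-abasic TAMRA/BHQ-2 duplex was added to 0.75 nM APE1 preincubated 15 min with compound.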
POLB inh: inhibitors of human DNA polymerase beta; P06746; Pol beta primer extension/strand displacement, fluorescence kinetic; Potency, µM (doses to about 114 µM), without a hit: top-dose activity change, negative = inhibition, usual class: inhibitors; hit rate 1.3% among 340,000; AID 485314; note: % is set by controls: 0 for no effect and ±100 for the full control effect
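10 nM enzyme + cpd, 15 min RT; start with substrate 50 nM final; read 0 min and after 10 min RT. Corrected, normalized data; 4-parameter Hill curve fit.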
Pol kappa inh: blocks human DNA polymerase kappa activity; Q9UBT6; purified Pol kappa, fluorescent DNA synthesis assay, 10 min; Potency, µM (highest dose often 107 µM), for the others: top-dose activity, negative = inhibition, most hits filed as inhibitors; hit rate 0.53% among 400,000; AID 588579; note: % is set by controls: 0 for no effect and ±100 for the full control effect
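Here, compound and 10 nM enzyme are combined for 15 min at room temperature; adding 50 nM substrate (final) starts DNA synthesis, tracked by fluorescence at 0 and 10 min against buffer-only wells.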
JMJD2A Tudor inh: inhibitors of human JMJD2A Tudor domain; O75164; AlphaScreen JMJD2A-Tudor / H3K4me3 peptide binding; Potency, µM (titrated, usually from 114 µM), inactives show at the top dose activity change, negative = inhibition, usual class: inhibitors; hit rate 4.4% among 390,000; AID 504339; note: % is set by controls: 0 for no effect and ±100 for the full control effect; nearly all actives have a fitted effect of over 50% in size
G9a inh: G9a (human) methyltransferase inhibition. Q96KQ7. G9a H3K9 monomethylation, AlphaScreen, 2 h. Potency, µM (top dose mostly 102 µM), for the others: at the highest dose activity, negative = inhibition, actives largely listed as inhibitors. hit rate 8.8% among 350,000; note: % is set by controls: 0 for no effect and ±100 for the full control effect; nearly all actives have a fitted effect of over 75% in size
Target sequence (Q96KQ7 913-1193 limits assumed): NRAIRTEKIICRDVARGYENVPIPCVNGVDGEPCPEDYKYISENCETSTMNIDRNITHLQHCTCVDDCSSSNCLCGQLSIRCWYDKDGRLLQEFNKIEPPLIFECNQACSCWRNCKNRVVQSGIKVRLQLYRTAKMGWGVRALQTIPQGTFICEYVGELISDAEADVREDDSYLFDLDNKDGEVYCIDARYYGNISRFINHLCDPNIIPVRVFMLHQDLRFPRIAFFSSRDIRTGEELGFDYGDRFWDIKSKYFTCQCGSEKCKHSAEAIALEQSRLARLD
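Signal arises when biotinylated H3K9 peptide, once monomethylated, bridges streptavidin donor and antibody-captured acceptor beads. Enzyme at 20 nM was preincubated 15 min with test compounds; peptide 500 nM and SAM 20 uM then reacted for 2 h.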
Pol eta inh: blocks human DNA polymerase eta activity; hit rate 1.2% among 390,000; Potency, µM (series often up to 114 µM), for the others: top-dose activity change, negative = inhibition, most hits filed as inhibitors; recombinant Pol eta, fluorescent DNA replication assay; Q9Y253; AID 588591; note: % is set by controls: 0 for no effect and ±100 for the full control effect
Target sequence (Q9Y253 whole entry, looked up): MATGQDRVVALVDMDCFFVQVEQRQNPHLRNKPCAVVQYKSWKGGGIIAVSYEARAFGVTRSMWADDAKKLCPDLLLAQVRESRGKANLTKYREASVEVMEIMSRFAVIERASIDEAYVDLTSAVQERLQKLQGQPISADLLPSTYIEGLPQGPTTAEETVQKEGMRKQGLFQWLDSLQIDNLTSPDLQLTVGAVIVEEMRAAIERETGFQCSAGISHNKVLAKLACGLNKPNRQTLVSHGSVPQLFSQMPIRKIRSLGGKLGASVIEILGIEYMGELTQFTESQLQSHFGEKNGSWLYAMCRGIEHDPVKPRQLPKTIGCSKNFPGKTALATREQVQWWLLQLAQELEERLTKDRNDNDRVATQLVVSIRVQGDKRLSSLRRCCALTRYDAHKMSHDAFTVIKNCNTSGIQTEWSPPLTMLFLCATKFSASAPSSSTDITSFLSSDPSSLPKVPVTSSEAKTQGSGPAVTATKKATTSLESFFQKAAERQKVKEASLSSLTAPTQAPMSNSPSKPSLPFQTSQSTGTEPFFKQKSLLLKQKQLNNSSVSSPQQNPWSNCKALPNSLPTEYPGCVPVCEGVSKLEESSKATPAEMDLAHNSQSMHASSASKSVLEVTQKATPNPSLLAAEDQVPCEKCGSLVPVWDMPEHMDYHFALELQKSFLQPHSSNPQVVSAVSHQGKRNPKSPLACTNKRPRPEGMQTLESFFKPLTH
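Pol eta at 10 nM preincubated with compounds 15 min at room temperature; reaction started with fluorescent substrate (50 nM final) and read kinetically at 0 and 10 min.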
Starred values were filed as active, the others as inactive; ? = inconclusive; . = no result given; & = joins results of further samples; [ ] = dose if it differs, or a comment. Calls come from the whole dose curve; as a rule, active = well fitted curve in the direction sought with a large enough effect; inconclusive = small, poorly fitted or top-dose-only effect, or another doubt; inactive = no such curve, though single readings can be large; an effect the other way counts as inactive or inconclusive. Potency is the fitted concentration of half-maximal effect. A portion of the library; the hit share may differ from the screen's.

Screens in order: BLM inh	BAZ2B block	POLI inh	APEX1 inh	POLB inh	Pol kappa inh	JMJD2A Tudor inh	G9a inh	Pol eta inh
> Cc1nc(NC(=O)CCC(=O)O)sc1C(=O)N(C)C
 : 1%	4%	-3%	-3%	19%	-5%	-14%	-2%	-3%
> COc1cc(-c2noc(-c3cc(C(C)C)[nH]n3)n2)cc(OC)c1OC
 : -1%	-23%	11%	.	-12%	-4%	-30%	-4%[59 µM]	-14%
> COC(=O)c1ccccc1NC(=O)CSCC(=O)Nc1ccccc1
 : 0%	-4%	2%	-2%	24%	-11%	-11%	7%[59 µM]	-3%
> CC(=O)Nc1ccc(C(=O)OCC(=O)Nc2c(C)n(C)n(-c3ccccc3)c2=O)cc1
 : .	.	12%	-7%	.	-6%	-3%	.	1%
> N#Cc1cccc(C(=O)Nc2ccccc2C(=O)NC2CC2)c1
 : .	-6%	-7%	-8%	.	11%	-12%	-10%	-3%
> COCCn1c(CN2CCN(c3cccc(Cl)c3)CC2)nc2c1c(=O)n(C)c(=O)n2C
 : 0%	-5%	24%	-10%	21%	-17%	-27%	?	?
> Cc1ccc(-n2c(=O)c3c(C)c(C(=O)N(C)C)sc3n(Cc3ccccc3C)c2=O)cc1C
 : -3%	-1%	22%	.	16%	5%[60.1 µM]	-13%	2%[59 µM]	11%
> C/C(=C\c1ccccc1)CN1CCN(C)CC1
 : -3%	?	3%	16%	15%	-1%	-100%	13µM*	1%
> O=C(Nc1ccc(N2CCOCC2)cc1)c1cc(F)c(F)cc1Cl
 : -2%	0%	12%	19%	-2%	1%	-20%	-4%[59 µM]	-10%
> CCOC(=O)c1c(C)[nH]c(C)c1S(=O)(=O)N1CCC(C(=O)Nc2ccc(F)cc2F)CC1
 : 0%	?	0%	.	23%	14%	-18%	-26%[59 µM]	-8%
> Cc1ccc(S(=O)(=O)N2CCN(C)CC2)cc1C
 : -2%	-4%	8%	10%	-4%	-3%	-10%	.	0%
> CCCCCC1CCC(c2ccc(/C(N)=N/O)cc2)CC1 (stereo not given)
 : -3%	-4%	24%	-1%	13%	-14%	-22%	-31%	-25%
> Nc1nnc(SCC(=O)N2CCN(c3ccccc3)CC2)s1
 : -4%	2%	?	15%	2%	-12%	-5%	50µM*	-13%
> CCc1ccc(NC(=O)N(Cc2cccnc2)Cc2ccco2)cc1
 : -13%	-32%	-18%	2%	1%	-8%	-29%	-15%[59 µM]	1%
> CN(N=Cc1cccc2cccnc12)c1ccc([N+](=O)[O-])cc1[N+](=O)[O-]
 : .	.	29%	.	.	-18%	?	.	-21%

Brought forward from above: five entries, then new ones.
Screens in order: BLM inh	BAZ2B block	POLI inh	APEX1 inh	POLB inh	Pol kappa inh	JMJD2A Tudor inh	G9a inh	Pol eta inh
> Cc1ccc(S(=O)(=O)N2CCN(C)CC2)cc1C
 : -2%	-4%	8%	10%	-4%	-3%	-10%	.	0%
> CCCCCC1CCC(c2ccc(/C(N)=N/O)cc2)CC1 (stereo not given)
 : -3%	-4%	24%	-1%	13%	-14%	-22%	-31%	-25%
> Nc1nnc(SCC(=O)N2CCN(c3ccccc3)CC2)s1
 : -4%	2%	?	15%	2%	-12%	-5%	50µM*	-13%
> CCc1ccc(NC(=O)N(Cc2cccnc2)Cc2ccco2)cc1
 : -13%	-32%	-18%	2%	1%	-8%	-29%	-15%[59 µM]	1%
> CN(N=Cc1cccc2cccnc12)c1ccc([N+](=O)[O-])cc1[N+](=O)[O-]
 : .	.	29%	.	.	-18%	?	.	-21%
> O=C(c1cccs1)N(CCO)Cc1cc2cc3c(cc2[nH]c1=O)OCCO3
 : 1%	-1%	.	-3%	41%	.	.	?	.
> CN(Cc1cccnc1)C(=O)CC1C(=O)NCCN1CC(c1ccccc1)c1ccccc1 (stereo not given)
 : -1%	-38%	-16%	1%	-18%	-19%	-12%	-39%	-9%
> Fc1ccc(-c2csc(NC3=NCCC3)n2)cc1
 : 7%	.	33%[activator]	-1%	24%	-2%	-20%	?	-14%
> CCCn1cc(CN2CCC(n3nccc3NC(=O)c3ccccc3)CC2)c(C)n1
 : -1%	-18%	12%	42%	14%	-12%	-18%	23%	-17%
> Cc1ccc(-c2ccc(CCC(=O)O)o2)cc1
 : 1%	-34%	-29%[58.9 µM]	3%	9%	-21%	?	?	1%
> Cn1cc(C=O)c2cc(F)ccc21
 : -3%	-5%	43%	27%	-3%	-5%	-10%	.	-11%
> Cn1nc(-c2ccccc2)cc1NC(=O)Nc1ccccc1F
 : -6%	-1%	29%	?	-1%	2%	-4%	5%[59 µM]	-30%
> CNC(=S)N/N=C/c1cn(Cc2ccc(C)cc2)c2ccccc12
 : 6%	?	7%	33%[activator]	3%	4%	?	45µM*	-15%
> CSc1ccccc1NC(=O)COC(=O)c1ccc(O)cc1
 : -4%	-8%	15%	-5%	30%[activator]	-2%	-20%	9%[59 µM]	-2%
> Cc1ccc2cc3c(NC(=O)c4cccnc4)nn(C)c3nc2c1
 : -2%	-20%	?	-9%	9%	-12%	-26%	0%	1%
> O=C(CSc1ncc(C(=O)O)n1-c1ccc(F)cc1)NCc1ccc2c(c1)OCO2
 : 3%	10%	83%[activator]	2%	3%	-1%	-7%	45µM*	14%
> Cc1ccc(Sc2ccc(C(=O)N(C)C)cc2[N+](=O)[O-])cc1
 : -6%	-37%	6%	0%	-19%	-7%	-36%	?	-18%
> CC(C)(C)NC(=O)C(c1ccncc1)N(C(=O)Cn1nnc(-c2ccc(F)cc2)n1)c1ccccc1 (stereo not given)
 : -16%	?	43%[activator]	9%	-1%	-6%	?	22µM*	-12%
> COc1cccc(CNCc2ccccc2OC)c1
 : 0%	-5%	-18%	28%	-9%	-15%	-100%	32µM*	-7%
> CCOC(=O)C(=O)N1CCN(CC)CC1
 : 3%	8%	-24%	1%	30%	-1%	-7%	-4%[59 µM]	-15%
> CC(C)Oc1ccc(CNC(=O)c2cccc(NC(=O)c3nsc4ccccc34)c2)cc1
 : -8%	5%	10%	.	8%	-7%[60.1 µM]	-8%	3%[59 µM]	-14%
> CCCc1cc(=O)[nH]c(SCC(=O)c2ccc(S(=O)(=O)N3CCCC3)cc2)n1
 : -3%	6%	-5%	10%	36%	1%	-19%	50µM*	-13%
> NC(=O)Cn1cc(/C=N/NC(=O)c2ccc(Cn3cc(Cl)cn3)o2)c(-c2ccccc2)n1
 : -5%	-12%	3%	15%	3%	-2%	-7%	5%	1%
> Cc1ccccc1NC(=O)c1ccc2c(c1)CCN2S(C)(=O)=O
 : -2%	-2%	153%[activator]	0%	22%	-8%	-13%	15%	-4%
> C=C(C)c1ccc(C(C)(C)NC(=O)N2CCN(C)CC2)cc1
 : -5%	-7%	3%	1%	-1%	-1%	-8%	26%[2.33 µM]	3%
> CCC(C)NC(=O)c1cc2cc3ccc(OC)cc3nc2o1 (stereo not given)
 : -7%	0%	137%[activator]	10%	11%	-3%	-4%	-11%	-14%
> COC(=O)CN1C(c2ccc(Cl)cc2)=Nc2ccc(Cl)cc2C1c1ccccc1 (stereo not given)
 : -14%	-19%	-2%	1%	-1%	-8%	-1%	6%[59 µM]	?
> O=C(NCc1ccccn1)c1cn(Cc2ccccc2)nn1
 : -5%	0%	34%[activator]	-1%	-1%	-2%	-14%	-11%	-4%
> O=C(O)c1cccc(S(=O)(=O)Nc2ccccc2N2CCOCC2)c1
 : -7%	-6%	?	?	4%	-18%	-11%	-12%[12.7 µM]	1%
> Cc1cccc(N2CCN(C(=O)c3ccc(CS(=O)(=O)c4ccccc4C)o3)CC2C)c1 (stereo not given)
 : -15%	?	18%	-5%	-1%	-8%	16%	?	12%
> O=C(CN1C(=O)c2ccccc2C1=O)NCC(=O)OCC(=O)c1cccc([N+](=O)[O-])c1
 : -12%	1%	64%[activator]	-2%	1%	1%	-16%	-2%	-10%
> Cc1ccc(S(=O)(=O)[N-]c2nc3ccccc3nc2-n2cc[n+](Cc3ccccc3)c2)cc1
 : 7%	53%[activator]	-17%[58.9 µM]	12%	?	-6%	15%	5%	0%
> COc1ccc(Cl)cc1C(=O)n1cnc2ccccc21
 : -9%	-9%	?	21%	-18%	-4%	-2%	-7%	-13%
> Cn1cc(Br)c(C(=O)Nc2sc3c(c2C(N)=O)CCC3)n1
 : -6%	-8%	?	-2%	-14%	-13%	-8%	?	?
> COc1ccccc1C(C)NC(=O)Cc1ccc(S(=O)(=O)N2CCOCC2)s1 (stereo not given)
 : .	8%	16%	-14%	.	-17%	-6%	17%[0.501 µM]	-9%
> COc1ccc(OCC(=O)NCCCCCCNC(=O)COc2ccc(OC)cc2)cc1
 : 0%	-21%	-20%	26%	-26%	-7%	?	3%	9%
> O=C(Nc1ccc2c(c1)OCO2)N1CCN(c2ccccc2Cl)CC1
 : -1%	?	13%	?	-3%	-17%	-31%	?	-16%
> CC1(C)CC(=O)C(C=Nc2ccccc2Sc2ccccc2)=C(O)C1
 : -6%	31%	10%	-5%	3%	-3%	26%	26%	-6%
> Cc1nn(CCC(=O)NCc2ccc(N(C)C)cc2)c(=O)c2nn(-c3ccccc3)c(C)c12
 : 0%&2%	-13%&-27%	20%&7%	21%	9%&16%	-3%&0%	-25%&-24%	45µM*	-21%&-11%
> COc1ccc(CC(=O)Nc2ccccc2NC(=O)Cc2ccc(OC)cc2)cc1
 : -6%	0%	?	16%	13%	-12%	6%	-23%	-6%
> Cc1cccc(OCC2=NS(=O)(=O)c3ccccc3N2)c1
 : 1%	-21%	-3%	-7%	1%	-22%	-30%	?	-1%
> COCCn1c(=O)c(-c2ccc(Cl)cc2)nc2cnc(OC)nc21
 : 1%	.	.	18%	.	-4%[60.1 µM]	.	9%[12.7 µM]	.
> CC(NCc1ccc(F)cc1)C(=O)Nc1cc(S(=O)(=O)N2CCCCC2)ccc1Cl (stereo not given)
 : -2%	.	50%[activator]	-3%	-28%	-5%	-6%	18%	?
